AmpC inh det = inhibitors of E. coli AmpC beta-lactamase with detergent; purified AmpC, nitrocefin hydrolysis with detergent; Potency, µM (series often up to 28.7 µM), without a hit: at the top dose activity change, negative = inhibition; hit rate 0.09% among 71,000; AID 584; active = well fitted curve in the direction sought with a large enough effect
Target sequence (P00811 whole entry, looked up): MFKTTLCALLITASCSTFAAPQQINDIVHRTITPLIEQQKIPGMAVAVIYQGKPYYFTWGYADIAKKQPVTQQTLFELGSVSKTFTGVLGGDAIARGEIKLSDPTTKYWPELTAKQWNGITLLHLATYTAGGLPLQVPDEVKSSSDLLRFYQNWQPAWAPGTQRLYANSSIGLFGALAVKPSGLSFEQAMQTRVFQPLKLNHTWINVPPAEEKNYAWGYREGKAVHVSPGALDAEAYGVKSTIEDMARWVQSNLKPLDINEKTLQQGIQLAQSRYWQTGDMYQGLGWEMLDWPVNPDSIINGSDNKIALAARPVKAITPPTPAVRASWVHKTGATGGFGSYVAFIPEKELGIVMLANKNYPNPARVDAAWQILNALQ
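E. coli AmpC (5.3 nM) in 20 mM phosphate pH 7.0 with 0.01% Triton X-100, preincubated 15 min RT with compound; nitrocefin (2 uL of 800 uM stock) hydrolysis followed by 480 nm absorbance every 20 s over 4 min.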
* = called active by the depositor; & = joins results of further samples; [ ] = dose if it differs, or a comment. % is set by controls: 0 for no effect and ±100 for the full control effect; potency is the fitted concentration of half-maximal effect. This is a subset; count on the stated rates, not on these rows.

SMILES | AmpC inh det
COc1ccccc1OCC(O)CN1C(=O)NC(C)(C)C1=O (stereo not drawn) | 6.5%
CCS(=O)(=O)N1CCC(C(=O)NC2CCCCCCC2)CC1 | -3.5%
Cn1c(=O)oc2cc(S(=O)(=O)N3CCCC(C(=O)NCc4cccs4)C3)ccc21 (stereo not drawn) | 6.8%
CCOC(=O)/C=C1\NC(=O)CS1 | 3.2%
CCCCn1nnc(NC(=O)c2cc3ccccc3o2)n1 | 0.0%
CC(=O)NC(CCS(C)(=O)=O)C(=O)Nc1nccs1 (stereo not drawn) | -0.7%
COc1ccc(Cn2nnnc2C(c2cc3ccc(OC)cc3[nH]c2=O)N2CCCCCC2)cc1 (stereo not drawn) | 9.0%
O=C(CCCC(=O)N(CC(=O)NC1CCCC1)Cc1ccccc1)Nc1ccccn1 | -1.6%
Nc1[nH]c(=O)ncc1F | -3.7%[12.8 µM]
NC(=O)c1cnccn1 | 12.1%&0.7%
CCOc1cccc(-c2nnc3sc(COc4ccc(C)cc4)nn23)c1 | 0.8%
C/C=C(\C)c1nnc(NC(=O)c2ccco2)s1 | -5.0%
Cc1nc(NC2=NCN(Cc3ccccc3)CN2)nc2ccccc12 | 0.7%
CCOc1ccc(NC(=O)c2oc3ccccc3c2NC(=O)C(C)C)cc1 | -2.3%
CC1N(P(=O)(c2ccccc2)c2ccccc2)CC(O)(c2ccccc2)CC12CC2 (stereo not drawn) | -2.7%
CC1CCCCN1C(=O)c1ccccc1NC(=O)c1ccco1 (stereo not drawn) | -4.4%
CC(C)CN1CC[C@@]2(CCCN(C(=O)Oc3ccccc3)C2)C1 | -1.3%
COc1cc(CCC(=O)N2CCN(S(=O)(=O)c3ccc(C)c(C)c3)CC2)cc(OC)c1OC | 0.9%
Cc1ccc(C(=O)Nc2nc3ccc(S(C)(=O)=O)cc3s2)s1 | -1.3%
Cc1oc(CC(C)C)cc1C(=O)Nc1ccc(C(=O)O)cc1 | 8.0%
COc1ccc(C(=O)N2CCCC2)cc1S(=O)(=O)N1CCC(C)CC1 | 9.8%
CCn1c(SCc2ccc(C#N)cc2)nnc1-c1ccc(S(=O)(=O)N2CCCCC2)cc1 | -7.1%
CCNC(=O)C1CN(S(=O)(=O)c2ccccc2)CCN1S(=O)(=O)c1ccccc1 (stereo not drawn) | 14.9%
CSc1nc2sc3c(c2c(=O)n1C)CCCC3 | 8.9%
COC(=O)Cn1cc(C(=O)c2ccco2)c2ccccc21 | 11.5%

Continued:
SMILES | AmpC inh det
CC(C)Cn1c(N2CCN(C(=O)c3cccs3)CC2)nc2ccccc21 | -1.0%
CC(=O)c1c(C)nc(C)nc1NC(=O)Cc1ccccc1 | -6.7%
O=C1c2oc3ccc(Cl)cc3c(=O)c2C(c2ccccn2)N1CCCN1CCOCC1 (stereo not drawn) | 10.5%
O=C(COc1ccccc1Cl)N1CCN(c2ncccn2)CC1 | -1.2%
O=C(Nc1ccc(Cl)cc1F)c1ccc(COc2c(F)c(F)c(F)c(F)c2F)o1 | 2.4%
COCCn1c(=O)c(-c2ccc(F)cc2)nc2cnc(Oc3ccc(OC)cc3)nc21 | 6.7%
O=C(N1CCOCC1)N1CCN(C(=O)N(c2ccccc2)c2ccccc2)CC1 | -5.0%
Cc1ccc(S(=O)(=O)Nc2ccc(S(=O)(=O)Nc3ncccn3)cc2)cc1 | 7.7%
O=C(Cl)c1ccccc1[N+](=O)[O-] | 10.5%
CCCN(CCC)CCc1c[nH]c2ccc(C(N)=O)cc12 | 5.2%
CCCc1[nH]nc2c1C1(CCOC1C)C(C#N)=C(N)O2 (stereo not drawn) | 8.0%
CC(C)(C)n1nnnc1C(c1cccc(C#N)c1)N1CCN2CCCC2C1 (stereo not drawn) | -2.9%
COc1ccc(CNC(=O)CCS(=O)(=O)c2cccc3nonc23)cc1 | 0.3%
Cn1c(SCC(=O)Nc2ccccc2-c2ccccc2)nnc1-c1ccco1 | -6.9%
Brc1ccc(C2Nc3cccc4cccc(c34)N2)o1 | -0.5%
Cc1cccc(-n2c(Cc3cc(=O)[nH]c(=O)[nH]3)nnc2SCC(=O)N2CCCCC2)c1 | 9.1%
O=C(Cc1ccsc1-c1ccccc1)NO | 25.8%
COc1ccc(NC(=O)CN(c2ccc(C)cc2)S(=O)(=O)c2c(C)nn(C)c2C)cc1OC | -3.0%
COc1ccc(S(=O)(=O)N(CCCN2CCCC2=O)Cc2cc3c(C)cc(C)cc3[nH]c2=O)cc1 | 1.3%
CN(C)c1ccc(-c2nc(NCCN3CCOCC3)c3ccccc3n2)cc1 | 10.6%
CC(C)Sc1nc2c(c(=O)n1-c1ccc(F)cc1)SCC2 | -1.2%
CCN1C(=S)SC(=O)C1=C1C=C(C)OC(C)=C1 | -3.4%
COCCOC(=O)c1c(C)oc2ccc(OC(=O)c3c(OC)cccc3OC)cc12 | -4.2%
Cc1nn(C(=O)CCCC(=O)n2nc(C)c(Cl)c2C)c(C)c1Cl | -0.8%
CCN1CCN(C(=O)c2cc3c(s2)-c2ccccc2S(=O)(=O)C3)CC1 | 15.1%

Continuation:
SMILES | AmpC inh det
CC(=O)OC1CCC(OC(C)=O)c2c1n([O-])c(C)c(C)[n+]2=O (stereo not drawn) | -0.4%
Cc1cccn2c(=O)c3c(nc12)N1CCC(Cc2ccccc2)CC1C1(C3)C(=O)N(C)C(=O)N(C)C1=O (stereo not drawn) | -4.8%
CCOC(=O)N1CCC(NC(=O)C2CCN(C(=O)N3CC(C)Oc4ccc(C)cc43)CC2)CC1 (stereo not drawn) | -1.8%
COC(=O)C1=C(C)NC2=C(C(=O)CC(c3cccs3)C2)C1c1ccsc1 (stereo not drawn) | 6.7%
O=C1NC2C(NC(=O)N2C2CCCCC2)N1C1CCCCC1 (stereo not drawn) | -3.8%
CCOc1ccc(C2=Nn3c(nnc3-c3ccccc3)SC2)cc1Cl | -1.3%
CC(C)CCNc1nc2c(c(=O)n(Cc3cccc(F)c3)c(=O)n2C)n1C | 3.0%
O=C(NCc1cccc2ccccc12)[C@H]1C[C@@H]1[C@H](NP(=O)(c1ccccc1)c1ccccc1)c1ccccc1 | -2.6%
Cn1c(SCC(=O)NC2CCCCC2)nnc1-c1cc2cc(Cl)ccc2o1 | -1.7%
COc1cccc(-c2nn(C)c3sc(C(=O)NCc4ccc5c(c4)OCO5)cc23)c1 | 7.4%
O=C(CN(CCc1ccccc1)C(=O)CNS(=O)(=O)c1ccc(F)cc1)NCC1CCCO1 (stereo not drawn) | -2.7%
Cc1ccc(S(=O)(=O)c2nc(S(C)(=O)=O)sc2NCC2CCCO2)cc1 (stereo not drawn) | -2.0%
Cc1cc(NC(=O)CN2C(=O)C3CC=CCC3C2=O)no1 (stereo not drawn) | -1.8%
O=C(NCc1cccc(Cl)c1)c1ccco1 | -5.5%
Cc1ccc(C(=O)NCCNC(=O)CN2CCOCC2)cc1 | -2.0%
CC(C)COC(=O)C(N)C(C(=O)OCC(C)C)c1ccccc1 (stereo not drawn) | -0.5%
CCOC(=O)C1CCN(CCC(=O)Nc2cccc(Cl)c2)CC1 | 1.0%
O=C(NCCCN1CCOCC1)c1ccc(Br)s1 | 21.8%
COc1ccccc1-c1nc(C#N)c(N2CCc3ccccc3C2)o1 | -4.5%
CCOC(=O)COn1c2c(c3c4no[n+]([O-])c4ccc31)CCCC2 | -0.6%
Cc1cc(C)c2c(n1)nn1c(C3CC3)cc(C(F)(F)F)nc21 | -3.7%
O=C(NC1CC2CCCC(C1)N2C1CC1)NC12CC3CC(CC(C3)C1)C2 (stereo not drawn) | 15.9%
Fc1ccc2nc3[nH]c4ccccc4c3nc2c1 | -3.1%
COc1ccc(N2C(=O)CCC(C(=O)N3CCOCC3)C2c2ccc(F)cc2)cc1 (stereo not drawn) | 16.8%
O=S1(=O)C=C(Sc2nc3cc(Cl)ccc3o2)c2ccccc21 | 22.4%

Other entries:
SMILES | AmpC inh det
CCOC(=O)CN1C(=O)COc2ccc(C(C)(C)C)cc21 | -4.2%
COc1ccc(-c2csc3ncnc(NCCN4CCOCC4)c23)cc1 | -1.0%
CCOC(=O)c1ccccc1NC1c2ccccc2C(=O)N1c1ccc(C)cn1 (stereo not drawn) | 13.4%
CC(C)NC(=O)N1CC2(CCN(C(=O)c3ccncc3)CC2)C1 | -0.4%
c1ccc(C2=NP(N3CCOCC3)(N3CCOCC3)=NC(N3CCOCC3)=N2)cc1 | -2.1%
CCN(CC)c1nc2n(c(=S)n1)CCS2 | -0.4%
O=C(O)[C@H]1CN(CCCP(=O)(O)O)CCN1 | -1.1%&1.3%&0.9%
O=c1[nH]c(=O)n([C@H]2C[C@H](O)[C@H](CO)O2)cc1Br | -1.6%
CCOC(=O)c1c(C)[nH]c(C(=O)COC(=O)CCC(=O)c2ccc3c(c2)OCCO3)c1C | -2.6%
CCN(CC)CCOc1c(Br)ccc2c1sc1nc3n(c(=O)c12)CCC3 | -1.6%
CCOC(=O)Cc1csc(NC(=O)CSc2ncnc3c2cnn3-c2ccccc2Cl)n1 | 8.9%
Nc1ccc(OCc2ccccc2)cc1 | 13.2%
COC(=O)CN1C(=O)C(O)(CC(=O)c2ccccc2)c2ccccc21 (stereo not drawn) | 1.1%
CCCCn1c(-c2ccccc2)nnc1-c1ccccc1 | 0.0%
Cc1nc2ccc(S(=O)(=O)N(C)CC(=O)NCc3ccc4c(c3)OCO4)cc2s1 | 9.6%
CC(=O)OC1c2ccccc2C(=O)N1c1ccccc1C (stereo not drawn) | 15.0%
CC(=O)Nc1ccc(NC(=O)CN(c2ccccc2Cl)S(C)(=O)=O)cc1 | -2.5%
Cc1cc(S(=O)(=O)N2CCC(NC(=O)C34CC5CC(CC(C5)C3)C4)CC2)ccc1-n1cnnn1 | -2.7%
CCCCC(=O)Nc1ccc(C(=O)NCC(=O)OC)cc1 | -3.4%
C=CCOC(=O)C1=C(C)Nc2ncnn2C1c1cc(Br)ccc1F (stereo not drawn) | 0.7%
Cc1nc(N2CCN(c3ccccc3)CC2)nc2c1C(=O)CC(C)C2 (stereo not drawn) | -2.3%
CC1=C(C(=O)Nc2cccnc2)C(c2ccc(C(C)C)cc2)n2ncnc2N1 (stereo not drawn) | 8.8%
N#CC1=C(N)C(C#N)(C#N)[C@H](c2c(F)cccc2F)[C@H]2CC3(CC=C12)OCCO3 | -2.1%
CC1=C(C(=O)OCC2CCCO2)C(c2ccc(O)cc2)NC(=O)N1 (stereo not drawn) | -1.3%
COc1ccc(Oc2ncc3nc(-c4cccs4)c(=O)n(C)c3n2)cc1 | 5.1%

By substructure, the compounds so far containing a tert-butyl group (two)
SMILES | AmpC inh det
CC(C)(C)n1nnnc1C(c1cccc(C#N)c1)N1CCN2CCCC2C1 (stereo not drawn) | -2.9%
CCOC(=O)CN1C(=O)COc2ccc(C(C)(C)C)cc21 | -4.2%

(listing goes on)
SMILES | AmpC inh det
CCOC(=O)N1CCN(C(=O)C(C)n2nc(C)n3c(cc4sccc43)c2=O)CC1 (stereo not drawn) | 16.1%
CCOc1cc(C(=O)NCCOC)ccc1OC | -4.0%
CCOC(=O)C(NC(C)=O)(Nc1ccc(F)cc1)C(F)(F)F (stereo not drawn) | -2.7%
O=C(O)CC1Oc2ccc(Cl)cc2NC1=O (stereo not drawn) | 11.5%
COCCn1c(=O)c(CCc2ccccc2)nc2cnc(N3CCNCC3)nc21 | 0.1%
CN(C)c1ccc(-c2cc(NCc3ccccc3)ncn2)cc1 | 11.4%
CC1Oc2ccccc2N(CC(=O)N(Cc2ccccc2)Cc2ccccn2)C1=O (stereo not drawn) | -3.9%
c1ccc2c(c1)OCC(c1nnc3sc(-c4cnccn4)nn13)O2 (stereo not drawn) | -2.0%
Cc1cccc(C)c1OCc1nnc(SCC(=O)Nc2ccccc2F)o1 | 10.8%
COCCCn1c(SCC(=O)N2CCCCC2C)nnc1-c1ccco1 (stereo not drawn) | -0.9%
Cc1cc(C(=O)N2CCC3(CC2)OCCO3)cs1 | -3.6%
COC(=O)N(C)CCCC1(C)C(=O)N(C)c2ccc(O)cc21 (stereo not drawn) | 17.7%
CC(=O)N1CCc2cc(S(=O)(=O)NCCC(=O)Nc3cc(C)cc(C)c3)ccc21 | 0.0%
O=C(N1CCOCC1)C(F)(F)C(F)(F)C(F)(F)C(F)(F)C(=O)N1CCOCC1 | 6.3%
O=S(=O)(c1cccc2cnccc12)N1CCNCC1 | -2.4%
CCCCCSc1nncc(=O)[nH]1 | -3.9%
CCc1c(C)c(C#N)c2nc3ccccc3n2c1N(C)C | 2.4%

Of the compounds above, 13 contain a furan ring, fused or not:
SMILES | AmpC inh det
CCCCn1nnc(NC(=O)c2cc3ccccc3o2)n1 | 0.0%
C/C=C(\C)c1nnc(NC(=O)c2ccco2)s1 | -5.0%
CCOc1ccc(NC(=O)c2oc3ccccc3c2NC(=O)C(C)C)cc1 | -2.3%
CC1CCCCN1C(=O)c1ccccc1NC(=O)c1ccco1 (stereo not drawn) | -4.4%
Cc1oc(CC(C)C)cc1C(=O)Nc1ccc(C(=O)O)cc1 | 8.0%
COC(=O)Cn1cc(C(=O)c2ccco2)c2ccccc21 | 11.5%
O=C(Nc1ccc(Cl)cc1F)c1ccc(COc2c(F)c(F)c(F)c(F)c2F)o1 | 2.4%
Cn1c(SCC(=O)Nc2ccccc2-c2ccccc2)nnc1-c1ccco1 | -6.9%
Brc1ccc(C2Nc3cccc4cccc(c34)N2)o1 | -0.5%
COCCOC(=O)c1c(C)oc2ccc(OC(=O)c3c(OC)cccc3OC)cc12 | -4.2%
Cn1c(SCC(=O)NC2CCCCC2)nnc1-c1cc2cc(Cl)ccc2o1 | -1.7%
O=C(NCc1cccc(Cl)c1)c1ccco1 | -5.5%
COCCCn1c(SCC(=O)N2CCCCC2C)nnc1-c1ccco1 (stereo not drawn) | -0.9%

Bioassay records (PubChem)
